Cneo AK release: Cryptococcus neoformans lysis via adenylate kinase release; C. neoformans lysis, adenylate kinase release luminescence, 4 h; normalised: neutral wells 0, clomiphene wells 100; lysis activity, % at 15 µM; hit rate 0.2% among 360,000; AID 651654;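 active = mean lysis activity across replicates of at least 80%, whatever share of replicates individually reach that level; inactive = mean lysis activity below 80%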
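Material – Cryptococcus neoformans yeast cells · Quantity – 5 × 10^6 yeast cells/mL · Buffer or medium – YPD medium · Compound – single dose · Timing – 4 h static compound exposure, 37 °C, read 1 h post-reagent · Signal – adenylate kinase release luminescence · Read-out basis – lysis from increased AK signal · Benchmarks – Clomiphene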
FN deposit inh: fibronectin deposition inhibition | hit rate 0.086% among 350,000 | inhibition, % at 12.6 µM | AH1F fibroblasts, Alexa488-fibronectin deposition fluorescence, overnight;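 active = mean inhibition across replicates of 30% or more, regardless of how many single replicates reach that level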;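 also: positive control wells lacked labelled fibronectin entirely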
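Test system: AH1F fibroblast monolayer depositing Alexa488-labelled fibronectin into matrix. Input: 10000 cells per well. Technique: fluorescence, ex 485 nm, em 525 nm. Buffer or medium: DMEM plus 2% serum, read in PBS. Timing: 1 h cell adhesion before compound, then overnight fibronectin incubation. Compound: single dose, pinned. Read-out basis: inhibition from reduced deposited-fibronectin fluorescence.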
miR-122 sensor: miR-122 inhibition in Huh7 cells. Huh7 miR-122 Renilla luciferase sensor, 48 h; neutral wells = 0, positive control = 100. activation (reporter increase), % at 12.5 µM. hit rate 0.3% among 340,000;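 active = mean replicate activation score at least 90 and every replicate individually at or above 90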;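 also: higher luciferase means less miR-122 activity so hits act as miR-122 inhibitors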
PglD inh: blocks C. jejuni PglD acetyltransferase activity; inhibition, % at 12.5 µM; purified PglD enzyme, DTNB colorimetric CoA detection; hit rate 0.098% among 360,000; in the data active = inhibition above about 16%, passing the limit was not always enough; also: strong numbers were not always called active
PGC1a acetyl inh: modulators of PGC1a acetylation; hit rate 0.17% among 350,000; U2OS PGC1a acetylation, AlphaScreen anti-acetyl-lysine; with virally co-expressed GCN5 acetyltransferase; inhibition, % at 15.6 µM;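 active = every replicate shows inhibition of at least 40%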;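 also: 0% = neutral control wells and 100% = positive control wells; some results beyond the cut were filed as inactive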
C2C12 statin: suppressors of simvastatin-induced myotoxicity in C2C12 myotubes; ATP luminescence, 48 h; scaled: DMSO 0, geranylgeraniol control 100; rescue of ATP level, % at 7.49 µM; hit rate 0.78% among 330,000; AID 602340;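 active = mean ATP rescue above about 67%, or every replicate alone reaching that limit, limit read from the data, passing the limit was not always enough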;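 also: myotubes were challenged with 10 µM simvastatin during compound exposure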
GSIS activator: GLuc luminescence reporter in INS-1E cells, primary screen for activators of glucose-dependent secretion of insulin; activation, % at 16.6 µM; hit rate 0.61% among 370,000; INS-1E GLuc reporter insulin secretion, 2-3 h;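 active = lowest replicate activation of at least 40%, so every replicate reaches that level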;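 also: 0% = median of neutral control wells and 100% = median of IBMX positive control wells; some compounds called inactive have numbers as strong as hits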
F508del corr: CFTR F508del correction in bronchial cells; hit rate 0.36% among 350,000; activity (quench increase), % at 7.58 µM; CFBE cells, YFP halide quenching; stimulated with forskolin plus potentiator P3; % fluorescence drop versus neutral controls;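 active = mean added fluorescence quench of at least 8% versus neutral control, with both replicates also reaching 8%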;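 also: cells transiently co-express mutant CFTR-F508del with the halide-sensitive YFP; corrector assay measuring rescue of mutant channel to the surface after 24 h compound exposure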
An asterisk follows results filed as active; [ ] = another dose, or the depositor's remark.

`COc1cc(OC)cc(C(=O)NCCNC(=O)c2ccco2)c1` gave Cneo AK release -1, miR-122 sensor -4, PGC1a acetyl inh -2 and C2C12 statin 6.
`COc1ccc(CN2C(=O)C(CC(=O)NCC3CCCCC3)CC(C(=O)N3CCOCC3)=C2C)cc1` (stereo not given) gave FN deposit inh -5, miR-122 sensor 3, PGC1a acetyl inh -8, C2C12 statin 6, GSIS activator -1 and F508del corr 0.3.
Screening CC1CCCCN1C(=O)CSc1nc(N)nc(N)n1 (stereo not given) returned Cneo AK release 3, FN deposit inh 7, miR-122 sensor -2, PglD inh -4, PGC1a acetyl inh 1, C2C12 statin -10, GSIS activator 8 and F508del corr -0.2.
Screening CN(C)c1cccc(C(=O)NCC(c2ccco2)N(C)C)c1 (stereo not given) returned Cneo AK release 0, FN deposit inh -2, PglD inh 4, C2C12 statin 11, GSIS activator 12 and F508del corr -2.2.
Screening CCC(=O)Nc1ccc2c(c1)OC[C@@H](C)N(CC1CCOCC1)C[C@H](C)[C@@H](OC)CN(C)C2=O returned Cneo AK release -1, FN deposit inh 7, miR-122 sensor -1[16.7 µM], PglD inh -2, PGC1a acetyl inh -7, C2C12 statin 12, GSIS activator 9 and F508del corr -0.4.
For Cc1cc(C)c(NC(=O)CN2C(=O)NC3(CCOc4ccccc43)C2=O)c(C)c1 (stereo not given) the results were Cneo AK release 0, miR-122 sensor 0, PglD inh -1, PGC1a acetyl inh -17 and C2C12 statin 10.
Screening O=C(COC(=O)c1cn(-c2ccccc2)nc1-c1cccs1)NC1CC1 returned Cneo AK release -2, miR-122 sensor -3, PglD inh -7 and PGC1a acetyl inh -17.
`C[C@@H]1CN([C@@H](C)CO)C(=O)c2cc(NC(=O)CCCN(C)C)ccc2O[C@@H](C)CCCCO[C@@H]1CN(C)S(C)(=O)=O` gave Cneo AK release 6, miR-122 sensor 5[16.7 µM], PglD inh -1, PGC1a acetyl inh 3, C2C12 statin 6, GSIS activator 15 and F508del corr 1.2.
Cc1ccc(S(=O)(=O)N(C)c2ccc(OC(C)C(=O)N(C)c3ccccc3)cc2)cc1 (stereo not given) was read as Cneo AK release -1, FN deposit inh -4, miR-122 sensor 3, PglD inh -2, C2C12 statin 8, GSIS activator -24 and F508del corr 2.4.
`CCC(c1nnnn1Cc1ccco1)N1CCC(C(N)=O)CC1` (stereo not given) gave Cneo AK release -1, miR-122 sensor -6, PglD inh 2, PGC1a acetyl inh -11 and GSIS activator -2.
`Cc1onc(-c2ccccc2)c1C(=O)N1CCC(C)CC1` gave Cneo AK release 0, FN deposit inh 19, miR-122 sensor -4, PglD inh -1, PGC1a acetyl inh 0 and C2C12 statin 28.
For CC1=C(C(=O)O)N2C(=O)C(NC(=O)c3nn(C)cc3Cl)C2SC1 (stereo not given) the results were Cneo AK release -1, miR-122 sensor 2, PglD inh -1, PGC1a acetyl inh -3 and C2C12 statin -3.
C[C@@H]1CN([C@H](C)CO)C(=O)c2cc(NC(=O)Nc3cccc4ccccc34)ccc2O[C@H]1CN(C)C(=O)Nc1cccc2ccccc12 was read as Cneo AK release -3, miR-122 sensor 5[16.7 µM], PglD inh -1, PGC1a acetyl inh 4, C2C12 statin 39, GSIS activator 15 and F508del corr -0.4.
For CCC(C)C1=CC(=Nc2c(C)n(C)n(-c3ccccc3)c2=O)C=C(C(C)CC)C1=O (stereo not given) the results were miR-122 sensor 1, PGC1a acetyl inh -5, C2C12 statin -14, GSIS activator -2 and F508del corr -1.6.
For CC(C)NC(=O)N(C)C[C@H]1OCCCC[C@@H](C)Oc2ccc(NC(=O)c3ccccc3)cc2C(=O)N([C@@H](C)CO)C[C@@H]1C the results were Cneo AK release 91*, miR-122 sensor -3[16.7 µM], PglD inh 7, PGC1a acetyl inh 9, GSIS activator -9 and F508del corr 0.9.
`C[C@@H]1CN([C@H](C)CO)C(=O)c2cc(C3=CCCCC3)cnc2O[C@H]1CN(C)C(=O)C1CCOCC1` gave Cneo AK release -2, FN deposit inh 14, miR-122 sensor -7[16.7 µM], PglD inh 1, PGC1a acetyl inh 8, C2C12 statin 27, GSIS activator -6 and F508del corr -0.2.
For O=C(C1CCCC1)N1CCN=C1SCc1cccc([N+](=O)[O-])c1 the results were FN deposit inh 3, PGC1a acetyl inh -7, GSIS activator -9 and F508del corr 3.7.
`CCN(CC)C(=O)C1CCC(CNS(=O)(=O)c2cccc3nsnc23)CC1` (stereo not given) gave Cneo AK release 2, FN deposit inh -5, miR-122 sensor -10, PglD inh -4, PGC1a acetyl inh 8, C2C12 statin 0, GSIS activator -5 and F508del corr 2.1.
For O=C(C[C@@H]1C=C[C@H](NC(=O)Nc2ccc(C(F)(F)F)cc2)[C@@H](CO)O1)NCc1ccccn1 the results were Cneo AK release 20, FN deposit inh 2, PglD inh -1, PGC1a acetyl inh -3, C2C12 statin -6, GSIS activator -5 and F508del corr 2.5.
Cc1cc(C(=O)Nc2c(F)cc(F)cc2Br)no1 was read as Cneo AK release 1, FN deposit inh 1, miR-122 sensor -1, PGC1a acetyl inh -7, C2C12 statin -9 and GSIS activator 17.
Screening COc1cccc(NC(=O)CCSc2nnc3scc(-c4ccccc4)n23)c1 returned Cneo AK release 0, FN deposit inh -3, miR-122 sensor -7, PglD inh -7, PGC1a acetyl inh 5 and GSIS activator -5.
O=C(Nc1ccccc1)N[C@@H]1CC[C@@H](CCn2cc(C3(O)CCCC3)nn2)O[C@H]1CO was read as Cneo AK release 9, FN deposit inh 3, PglD inh 2, C2C12 statin -1, GSIS activator -13 and F508del corr -0.1.
`COc1ccc(NC(C(=O)Nc2cccc(C(C)=O)c2)c2ccccc2)cc1` (stereo not given) gave Cneo AK release 1, FN deposit inh -8, miR-122 sensor -6, PglD inh -2, PGC1a acetyl inh -10, C2C12 statin 40 and GSIS activator -11.
Oc1ccccc1C=NNC(=S)NC1CC2C=CC1C2 (stereo not given) was read as Cneo AK release 27, FN deposit inh 12, PglD inh 0, PGC1a acetyl inh 4, C2C12 statin 3 and F508del corr 0.7.
For Cc1cccc(NC(=S)Nc2ccccn2)c1 the results were FN deposit inh 0, PGC1a acetyl inh 2, GSIS activator 0 and F508del corr -0.3.
For O=C(CSc1nc2ccccc2n1CCc1ccccc1)c1ccc(O)c(O)c1 the results were Cneo AK release 13, FN deposit inh 19, miR-122 sensor 11, PglD inh -3, PGC1a acetyl inh 5, C2C12 statin -18, GSIS activator -1 and F508del corr -2.1.
C=C(C)Cn1c(SCC(=O)O)nnc1-c1ccccc1 was read as Cneo AK release -2, miR-122 sensor -1, PglD inh 0, C2C12 statin 2 and GSIS activator 13.
Screening COc1ccc(N=Nc2ccc(O)c3ncccc23)cc1 returned Cneo AK release -1, FN deposit inh 5, miR-122 sensor 23, PglD inh -218, PGC1a acetyl inh -1, GSIS activator 2 and F508del corr -6.0.
Screening COc1ccc(CNC(=O)C[C@H]2CC[C@H](NC(=O)c3cccc(F)c3)[C@@H](CO)O2)cc1 returned Cneo AK release -4, FN deposit inh 2, PglD inh 2, PGC1a acetyl inh 2, C2C12 statin -4, GSIS activator -2 and F508del corr 1.3.
For C[C@H](CO)N1C[C@H](C)[C@@H](CN(C)Cc2ccc(C(F)(F)F)cc2)OCCCC[C@H](C)Oc2ccc(N(C)C)cc2C1=O the results were Cneo AK release -1, miR-122 sensor -6[16.7 µM], PglD inh 1, PGC1a acetyl inh -15, GSIS activator -2 and F508del corr -0.7.
`C[C@H](CO)N1C[C@H](C)[C@H](CN(C)C(=O)Nc2ccc(F)cc2)OCCCC[C@H](C)Oc2ccc(NC(=O)C3CCCCC3)cc2C1=O` gave Cneo AK release 2, miR-122 sensor -1[16.7 µM], PglD inh 0, PGC1a acetyl inh -3, GSIS activator -5 and F508del corr 1.9.
`CN(C(=O)c1ccc(S(=O)(=O)N(C)C)cc1)c1ccc2ccccc2c1` gave Cneo AK release 0, FN deposit inh 26, miR-122 sensor -1, PglD inh -2, C2C12 statin -31, GSIS activator -2 and F508del corr 2.5.
COc1ccc(Cl)cc1NC(=O)C1CCN(S(C)(=O)=O)CC1 was read as Cneo AK release 5, FN deposit inh -3, miR-122 sensor 2, PglD inh 1, PGC1a acetyl inh 1, C2C12 statin -2, GSIS activator -5 and F508del corr -1.0.
Screening CC(C)OC(=O)/C(=C\c1ccc2c(c1)c1ccccc1n2C)NC(=O)c1ccccc1 returned Cneo AK release 4, miR-122 sensor -2, PglD inh 2, PGC1a acetyl inh -9 and C2C12 statin -17.
Screening C=CCOc1c(CNc2ccc3[nH]c(=O)[nH]c3c2)cccc1OC returned FN deposit inh -21, PGC1a acetyl inh -17, GSIS activator 7 and F508del corr 2.1.
`COc1ccc(CCNC(=O)C(=O)NCC2OCCN2S(=O)(=O)c2ccc(C)cc2)cc1` (stereo not given) gave Cneo AK release 1, FN deposit inh 2, miR-122 sensor -4, PglD inh -4, PGC1a acetyl inh -3, C2C12 statin 9, GSIS activator -44 and F508del corr -2.5.
For Cc1cc(C)cc(C(=O)NCC(=O)OCC(=O)N(C)c2ccccc2)c1 the results were FN deposit inh -4, PGC1a acetyl inh 3, GSIS activator 10 and F508del corr 1.4.
CCc1ccc(NC(=O)C2CCN(S(=O)(=O)c3ccc4[nH]c(=O)ccc4c3)CC2)cc1 was read as Cneo AK release 2, FN deposit inh 7, miR-122 sensor 6, PglD inh 6, PGC1a acetyl inh 1, C2C12 statin -17, GSIS activator 9 and F508del corr 1.9.
Cc1c(Cl)cccc1NC(=O)CC1NCCNC1=O (stereo not given) was read as Cneo AK release 1, FN deposit inh 0, miR-122 sensor -3, PglD inh 2 and PGC1a acetyl inh -1.
Screening C[C@H](CO)N1C[C@H](C)[C@@H](CN(C)C(=O)Nc2cccc3ccccc23)Oc2ccc(N(C)C)cc2CC1=O returned Cneo AK release -1, miR-122 sensor -3[16.7 µM], PglD inh 2, PGC1a acetyl inh 7, C2C12 statin -11, GSIS activator -15 and F508del corr -2.6.
`COc1cc(CNCc2ccccc2)c(Br)cc1OC1CCCC1` gave Cneo AK release 6, FN deposit inh 0, miR-122 sensor -5, PglD inh -2, PGC1a acetyl inh -13, C2C12 statin 6, GSIS activator -36 and F508del corr 4.0.
Screening CCc1cc2c(=O)n(-c3ccc(Br)cc3)cnc2s1 returned Cneo AK release 3, FN deposit inh -7, miR-122 sensor -1, PglD inh 4 and PGC1a acetyl inh 10.
`C[C@@H]1CCCCO[C@@H](CN(C)C(=O)c2ccccc2)[C@H](C)CN([C@@H](C)CO)C(=O)c2cc(NC(=O)C3CCCCC3)ccc2O1` gave Cneo AK release 0, miR-122 sensor -13[16.7 µM], PglD inh 0, PGC1a acetyl inh -2, C2C12 statin 8, GSIS activator -5 and F508del corr -0.4.

3 compounds picked at random from those above, as already listed:
Cc1c(Cl)cccc1NC(=O)CC1NCCNC1=O (stereo not given) was read as Cneo AK release 1, FN deposit inh 0, miR-122 sensor -3, PglD inh 2 and PGC1a acetyl inh -1.
COc1ccc(Cl)cc1NC(=O)C1CCN(S(C)(=O)=O)CC1 was read as Cneo AK release 5, FN deposit inh -3, miR-122 sensor 2, PglD inh 1, PGC1a acetyl inh 1, C2C12 statin -2, GSIS activator -5 and F508del corr -1.0.
`C[C@@H]1CCCCO[C@@H](CN(C)C(=O)c2ccccc2)[C@H](C)CN([C@@H](C)CO)C(=O)c2cc(NC(=O)C3CCCCC3)ccc2O1` gave Cneo AK release 0, miR-122 sensor -13[16.7 µM], PglD inh 0, PGC1a acetyl inh -2, C2C12 statin 8, GSIS activator -5 and F508del corr -0.4.

Bioassay records as filed in PubChem BioAssay.
